SENP6 inh – SENP6 protease inhibition | Recombinant SENP6 catalytic domain, aminoluciferin luminescence | Q9GZR1 | 330,000 tested, 1.8% active | inhibition, % at 10 µM;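 active = inhibition above about 50% at the single tested dose, limit read from the data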;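 note: plate controls were DMSO wells with enzyme for no effect and DMSO wells lacking enzyme for full effect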
PfG6PD inh – PfG6PD (Plasmodium falciparum) enzyme inhibition; PfGluPho enzyme, NADPH resazurin-diaphorase fluorescence; inhibition, % at 20 µM; 350,000 tested, 0.78% active;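 active = inhibition reaching at least a set limit at 20 µM in the primary screen, cut at about 59% in these data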;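 note: 0% = DMSO wells with substrate and 100% = DMSO wells lacking glucose-6-phosphate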
hIAP activ – increases human intestinal alkaline phosphatase activity. purified human IAP, CDP-Star luminescence, 30 min; active compounds read high; 1 = vehicle-only enzyme, 0 = enzyme-free background. activation factor at 10 µM. 330,000 tested, 0.16% active;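 active = activation factor of the enzyme at least 2-fold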; note: the source names both 10 and 20 µM as test concentration; values of inactives mirror those of a sister screen read the other way
SENP8 block – inhibitors of human SENP8 protease; recombinant SENP8, Nedd8 substrate fluorescence; 360,000 tested, 0.64% active; inhibition, % at 20 µM; Q96LD8; in the data active = inhibition mostly above about 40%, no sharp cut-off; inactive = mostly below about 27%
Target sequence (Q96LD8 whole entry, looked up): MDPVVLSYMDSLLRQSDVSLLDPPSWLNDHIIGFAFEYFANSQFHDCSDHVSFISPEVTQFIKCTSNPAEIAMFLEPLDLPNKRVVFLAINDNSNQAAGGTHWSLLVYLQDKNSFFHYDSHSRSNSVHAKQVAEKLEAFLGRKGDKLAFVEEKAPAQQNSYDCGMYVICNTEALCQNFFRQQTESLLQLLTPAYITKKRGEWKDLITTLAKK
MPTP inh – inhibitors of mitochondrial permeability transition pore | AID 602449 | isolated mouse mitochondria, Ca2+ swelling absorbance, 30 min | inhibition, % at 10 µM | 360,000 tested, 1.4% active;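 active = inhibition of 50% or more, scaled per plate between neutral and stimulator controls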;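 note: 0% = DMSO wells given calcium and 100% = 1 mM EGTA wells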
ATG4B inh – ATG4B (human) cysteine protease inhibition; ATG4B cleavage of LC3-PLA2, NBD-HPC fluorescence, 1 h; inhibition, % at 8.33 µM; 340,000 tested, 0.51% active; AID 504462; in the data active = inhibition above about 40%
Target sequence (Q9Y4P1 whole entry, looked up): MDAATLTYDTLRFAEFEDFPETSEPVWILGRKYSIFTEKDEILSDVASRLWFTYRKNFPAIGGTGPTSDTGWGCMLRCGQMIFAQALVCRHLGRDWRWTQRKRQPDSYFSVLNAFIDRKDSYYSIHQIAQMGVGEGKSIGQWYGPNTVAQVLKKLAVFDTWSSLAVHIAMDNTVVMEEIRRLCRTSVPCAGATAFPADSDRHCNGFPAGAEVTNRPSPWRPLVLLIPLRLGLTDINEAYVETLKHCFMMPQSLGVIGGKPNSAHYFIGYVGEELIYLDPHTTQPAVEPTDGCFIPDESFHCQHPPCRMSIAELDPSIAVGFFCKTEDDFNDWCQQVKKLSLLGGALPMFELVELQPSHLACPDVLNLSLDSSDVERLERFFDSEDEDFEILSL
GRIN3A LBD mod – modulators (binders) of human NR3A ligand-binding domain. AID 1259313. NR3A LBD differential scanning fluorimetry, Tm shift; 0% = protein alone, 100% = glycine-bound protein. Tm shift relative to glycine control, % at 25 µM. 340,000 tested, 2.5% active;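 active = melting temperature shift of at least 10% of the positive control shift, at one fixed dose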
SENP1 FRET inh – inhibitors of human SENP1 SUMO protease catalytic domain | recombinant SENP1 catalytic domain, CyPet-SUMO1-YPet FRET cleavage | inhibition, % at 10 µM | AID 624204 | 360,000 tested, 0.21% active;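 active = inhibition at least 30% at 10 µM, raw YFP signal under a set limit, fluorescence ratio 0.5 to 1.5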;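 note: 0% = enzyme with DMSO and 100% = no enzyme wells; some results filed as inactive read as strong as hits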
Target sequence (Q9P0U3 419-644 limits assumed): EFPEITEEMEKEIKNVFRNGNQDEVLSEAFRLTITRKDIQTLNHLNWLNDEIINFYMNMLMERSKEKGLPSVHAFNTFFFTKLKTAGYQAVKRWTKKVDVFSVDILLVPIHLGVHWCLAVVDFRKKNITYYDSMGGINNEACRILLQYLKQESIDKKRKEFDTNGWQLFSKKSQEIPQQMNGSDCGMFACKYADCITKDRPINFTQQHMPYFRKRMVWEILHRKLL
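Test system: human SENP1 catalytic domain; medium: Tris pH 8 buffer plus EDTA, NaCl, BME, BSA, NP40, catalase; incubation: 50 min reaction at room temperature; technique: FRET, CFP and YFP emission; controls: no-enzyme low control and enzyme-plus-DMSO high control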
* hit, by the source's call; · = not tested or not shown. The order is random, and some 6.7% of all compounds hit somewhere here.

SMILES	SENP6 inh	PfG6PD inh	hIAP activ	SENP8 block	MPTP inh	ATG4B inh	GRIN3A LBD mod	SENP1 FRET inh
CC(C)(C)C(=O)N(Cc1ccc(Cl)cc1)Cc1cccnc1	-30	6	0.93	8	1.0	-8	1	2
COc1ccc(NC(=O)c2ccc3ccccc3n2)cc1S(=O)(=O)Nc1ccccc1Cl	-19	-6	0.99	10	0.3	-16	16*	-1
COc1cccc(C2C3=C(N=c4s/c(=C\c5ccc(OCC(=O)O)cc5)c(=O)n42)c2ccccc2CC3)c1 (stereo not drawn)	2	46	0.81	·	·	28	2	·
Cc1ccc(NC(=S)NCCc2ccc(Cl)cc2)c(C)c1	16	-20	0.94	19	2.9	6	-10	3
COc1ccc(S(N)(=O)=O)cc1N(C)S(=O)(=O)c1ccccc1	1	14	1.1	7	1.8	-6	1	0
C=C(c1ccc(OCCO)cc1)c1ccc(OCCO)cc1	-10	-17	1	24	-0.5	-5	2	0
Cc1cc(N2CCN(c3ncccn3)CC2)nc2c(C)cccc12	11	19	1	-267	-1.4	0	-8	-2
COC(=O)c1ccccc1OCC(=O)N1CCN(c2ccc(OC)cc2)CC1	-13	-1	1.3	29	0.4	-15	-1	2
COc1ccc(C(C)NC(=S)NC2CCCCC2)cc1OC (stereo not drawn)	-13	-9	1	4	-3.5	1	4	3
Cc1ccc(-c2noc(CCCN3C(=O)c4ccccc4C3=O)n2)cc1	-7	-2	1.1	3	1.6	-3	4	1

Grouped by structure: the entries above with a halogen.
SMILES	SENP6 inh	PfG6PD inh	hIAP activ	SENP8 block	MPTP inh	ATG4B inh	GRIN3A LBD mod	SENP1 FRET inh
CC(C)(C)C(=O)N(Cc1ccc(Cl)cc1)Cc1cccnc1	-30	6	0.93	8	1.0	-8	1	2
COc1ccc(NC(=O)c2ccc3ccccc3n2)cc1S(=O)(=O)Nc1ccccc1Cl	-19	-6	0.99	10	0.3	-16	16*	-1
Cc1ccc(NC(=S)NCCc2ccc(Cl)cc2)c(C)c1	16	-20	0.94	19	2.9	6	-10	3

Later entries.
SMILES	SENP6 inh	PfG6PD inh	hIAP activ	SENP8 block	MPTP inh	ATG4B inh	GRIN3A LBD mod	SENP1 FRET inh
COC(=O)C1=C(C)OC(N)=C(C#N)C1c1c(C)nn(C)c1C (stereo not drawn)	-3	1	0.98	-4	1.9	-4	1	-9
CC(C)CC(=O)Nc1ccc2c(c1)nc(CCN1CCOCC1)n2C	-15	-4	1	6	-0.4	10	0	-1
Cc1ccc(/C=C2\SC(=S)N(CCCC(=O)Nc3cccc(C(=O)O)c3)C2=O)cc1	91*	-18	0.93	34	0.3	8	-24	3
CCSc1nc2c(c(=O)[nH]1)C(c1ccccn1)C1=C(CC(C)(C)CC1=O)N2 (stereo not drawn)	-15	-2	1	-298	2.3	1	0	-1
O=S(=O)(NCCC1=CCCCC1)c1ccccc1Br	-8	-8	1.2	-5	-0.9	2	-1	-1
COCCN1C(=S)NC(c2cccc(C(F)(F)F)c2)C(C(=O)N2CCOCC2)=C1C (stereo not drawn)	-6	10	1.1	16	0.6	-3	0	0
Cc1ccccc1NC(=O)CSc1ccsc1[N+](=O)[O-]	-3	1	1.1	12	3.1	22	-10	4
CN(C)S(=O)(=O)c1cccc(CNCC2COc3ccccc3O2)c1 (stereo not drawn)	-23	-7	1.2	29	-0.1	10	-3	-1
CC(C)(C)S(=O)N1Cc2cc(CO)ccc2[C@H]1CCO (stereo partly drawn)	·	0	·	1	0.8	·	·	-1
O=C(O)C1CC=CCC1C(=O)c1ccccc1 (stereo not drawn)	-6	-24	0.92	22	-1.8	-3	-1	0

Structures listed so far that contain an aryl thioether with sulfur outside any ring, in the order listed:
SMILES	SENP6 inh	PfG6PD inh	hIAP activ	SENP8 block	MPTP inh	ATG4B inh	GRIN3A LBD mod	SENP1 FRET inh
CCSc1nc2c(c(=O)[nH]1)C(c1ccccn1)C1=C(CC(C)(C)CC1=O)N2 (stereo not drawn)	-15	-2	1	-298	2.3	1	0	-1
Cc1ccccc1NC(=O)CSc1ccsc1[N+](=O)[O-]	-3	1	1.1	12	3.1	22	-10	4

More records follow:
SMILES	SENP6 inh	PfG6PD inh	hIAP activ	SENP8 block	MPTP inh	ATG4B inh	GRIN3A LBD mod	SENP1 FRET inh
CCNC(=S)N(CCc1ccc(S(N)(=O)=O)cc1)C1CC(=O)N(c2ccccc2)C1=O (stereo not drawn)	11	-1	1	6	-1.5	-9	-3	2
NC(=O)CCCc1nc(-c2ccccc2Cl)no1	12	-4	0.93	7	-3.6	3	-1	0
O=C(N/N=C/c1cn(CC(=O)N2CCOCC2)c2ccccc12)c1cccnc1	6	-2	1.1	-4	-1.4	1	2	0
NNC(=O)c1nc(Cl)c(Cl)c(N)c1Cl	0	-6	0.96	5	-0.2	-6	0	4
Cc1cccc2sc(N(CCCN(C)C)C(=O)CN3C(=O)c4ccccc4C3=O)nc12	-9	-20	1.1	24	2.1	-2	-1	2
CCOc1ccc(C(F)(F)F)cc1NC(=O)COc1ccc(C(F)(F)F)cc1[N+](=O)[O-]	-16	-11	0.9	22	-0.4	-4	1	2
O=S(=O)(NCC(c1ccco1)N1CCN(c2ccccc2F)CC1)c1ccccc1 (stereo not drawn)	21	-2	0.98	19	-2.8	7	2	3
C=CCN(C(=O)CCC(=O)Nc1cc(C)on1)C(C(=O)NC1CCCC1)c1ccc(OC)c(OC)c1 (stereo not drawn)	-14	11	0.81	8	-0.6	3	0	2
CC(C)=C1SC(N2CCN(c3ccc(C)cc3)CC2)=NC1=O	-10	15	1	20	0.3	-7	0	2
COc1ccccc1N1CCN(C(=O)CCCCCn2c(=S)[nH]c3cc4c(cc3c2=O)OCO4)CC1	·	-11	·	7	-1.5	·	·	1

Reprinted from the part before: 2 entries; new compounds follow.
SMILES	SENP6 inh	PfG6PD inh	hIAP activ	SENP8 block	MPTP inh	ATG4B inh	GRIN3A LBD mod	SENP1 FRET inh
CC(C)=C1SC(N2CCN(c3ccc(C)cc3)CC2)=NC1=O	-10	15	1	20	0.3	-7	0	2
COc1ccccc1N1CCN(C(=O)CCCCCn2c(=S)[nH]c3cc4c(cc3c2=O)OCO4)CC1	·	-11	·	7	-1.5	·	·	1
CCN(CC)S(=O)(=O)c1ccc(OC)c(-n2cnnn2)c1	-17	-20	1.1	17	0.7	-4	0	-2
Cc1cc(OCC(=O)NC(C)C)cc(C)c1Br	-40	-13	0.88	6	0.4	9	-5	-1
Cc1cccc(NC(=O)COC(=O)CCc2ccccc2)c1C	13	-17	0.93	16	0.0	3	-1	6
COc1ccc(CCNC(=O)/C=C\c2ccccc2)cc1OC	-3	-2	1.1	-4	1.4	-9	0	3
O=C(NCCC1=CCCCC1)c1cnsn1	-10	4	0.99	30	-1.6	-13	2	2
COc1ccc(OCC(=O)N(Cc2cccs2)C2CCS(=O)(=O)C2)cc1 (stereo not drawn)	-23	-2	1.1	11	-1.0	3	-1	2
CC(C)N=C1SCC(C)(/C=N/O)S1 (stereo not drawn)	7	-4	0.95	8	-0.5	6	0	0
N#CC(c1ccccc1F)(c1ncc(C(F)(F)F)cc1Cl)N1CCOCC1 (stereo not drawn)	23	-3	0.95	11	-2.4	-8	-2	0
O=C(N1CCOCC1)N(Cc1cccs1)C1CCCC1	-26	-7	1	8	0.2	2	-4	3
CC(C)c1ccc(NC(=O)CSC(C)c2nc3ccccc3c(=O)[nH]2)cc1 (stereo not drawn)	-12	2	1	-14	2.2	0	-3	-5
CC(C)c1ccc(NC(=S)N2CCCC(c3ccc(F)cc3)=N2)cc1	-15	7	0.92	24	2.5	-5	-2	-2
COC(=O)c1c(-c2ccc(OC)cc2)sc2ccc(N3CCOCC3)cc12	11	11	1	-65	5.0	-3	-2	2
CCOc1cc(CNc2ccc(CNc3ncn[nH]3)cc2)ccc1OCc1ccccc1	-6	17	1.4	-36	2.2	10	-8	-2
O=C(CSc1nnc2ccccn12)NCc1ccco1	-21	4	0.98	4	0.3	3	-16	1
COc1ccc(NC(=O)CCCSc2ccccc2)cc1	-35	-13	0.96	6	1.3	5	-9	0
C=CCc1ccc(OCC(O)COc2ccc(CC=C)cc2OC)c(OC)c1	-3	16	1.1	17	2.9	-2	-16	-1
N#C/C(=C\c1ccc(-c2cccc([N+](=O)[O-])c2)o1)C(=O)N1CCOCC1	12	-11	0.87	8	-1.5	-6	4	-10
O=C1CC[C@@H]2CC3(C[C@@H]4CCN1[C@H]24)Nc1cc(Cl)ccc1NC3=NC1CCCCC1 (stereo partly drawn)	·	6	·	14	-0.6	-2	-2	0
CC(=O)N[C@@H](C)c1nc2ccccc2n1CCCN1CCN(c2nc(-c3ccc(C)cc3)cs2)CC1	-1	24	0.93	-31	-1.4	7	0	-124
CN(C)c1ccc(C(=O)OCc2cc(=O)n3ccsc3n2)cc1	-9	14	1	-54	0.2	-5	0	0
O=[N+]([O-])c1nn(-c2ccc3c(c2)OCCO3)n(O)c1=NC1CCN(Cc2ccccc2)CC1	2	7	1.4	26	1.4	-5	0	1
S=C(NCCc1ccccc1)Nc1ccc(Br)cn1	14	19	0.96	7	0.3	5	-16	1
COc1ccc(N2C(=O)c3ccccc3C2=O)cc1	-6	-11	1.1	12	-0.7	-3	0	2
O=C(Nc1ccccc1N1CCOCC1)c1ccco1	-9	3	1	4	-0.2	2	0	1
CCC1(CC)C(=O)N(C)C(=O)NC1=Nc1ccccc1	-2	0	0.98	10	-2.4	-8	2	0
O=C1CC(NS(=O)(=O)c2cc(F)ccc2F)CN1c1ccc2c(c1)OCCO2 (stereo not drawn)	-1	-6	1.2	11	-0.6	4	-1	2
CC(C)(C)NC(=O)C(c1ccc(-c2ccccc2)cc1)N(C[C@H]1CC[C@@H]([C@@H]2CC[C@H](CO)O2)O1)C(=O)c1ccccc1F (stereo partly drawn)	·	7	·	18	-1.0	3	-2	1
O=C(Nc1oc2ccccc2c(=O)c1-c1ccccc1)c1ccco1	·	-3	·	-6	-0.9	·	·	0
CCOc1ccc(-n2cc(C(=O)NCCOC)c3cc(OC)c(OC)cc3c2=O)cc1	-20	-6	1.3	11	-0.2	-1	-1	-1
N#CCc1nn(Cc2ccc(F)cc2)c(=O)c2ccccc12	9	2	1	8	-0.2	0	-1	3
O=C(c1ccccc1C(=O)N1CCN(c2ccc(F)cc2)CC1)N1CCN(c2ccc(F)cc2)CC1	-9	4	1.1	14	-1.0	-10	-1	16
Cc1ccc(OCC(=O)NNC(=O)C2CCN(c3nccc(C)n3)CC2)cc1	-25	-2	1.1	-57	0.3	-8	-7	1
OC(CN1CCCCC1)Cn1c2ccccc2c2ccccc21 (stereo not drawn)	-12	-4	1.1	3	-1.4	-10	0	0
CCN(CC)CCCNC(=O)CC1Oc2ccc(C)cc2NC1=O (stereo not drawn)	-20	2	0.95	24	-0.7	3	-3	1
COc1ccccc1-c1nnc(-c2ccc(C)cc2)o1	55*	11	1.1	-40	4.3	-11	-2	0
COc1ccc(/C=C/C(=O)C2C(=O)C=C(C)OC2=O)cc1O (stereo not drawn)	-24	7	0.9	-45	-0.3	-4	-5	1

Screening results as filed in PubChem BioAssay.
